OX1R antag – OX1R (HCRTR1) antagonists, primary screen, fluorescence, CHO/OX1R cells, Fluo-8 calcium, orexin A | Orexin/Hypocretin receptor type 1 (Homo sapiens), O43613 | Fluo-8 calcium fluorescence | inhibition, % at 5 µM | actives 0.43% (n = 330,000) | AID 434989, 2010;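 active = inhibition above its plate's threshold, mean inhibition of all tested compounds on the plate plus 3 SD, cut at about 37% in these data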;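 note: 0% = orexin A challenge wells and 100% = SB-334867-A antagonist wells; not every result past the cut was called active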
Target sequence (O43613 whole entry, looked up): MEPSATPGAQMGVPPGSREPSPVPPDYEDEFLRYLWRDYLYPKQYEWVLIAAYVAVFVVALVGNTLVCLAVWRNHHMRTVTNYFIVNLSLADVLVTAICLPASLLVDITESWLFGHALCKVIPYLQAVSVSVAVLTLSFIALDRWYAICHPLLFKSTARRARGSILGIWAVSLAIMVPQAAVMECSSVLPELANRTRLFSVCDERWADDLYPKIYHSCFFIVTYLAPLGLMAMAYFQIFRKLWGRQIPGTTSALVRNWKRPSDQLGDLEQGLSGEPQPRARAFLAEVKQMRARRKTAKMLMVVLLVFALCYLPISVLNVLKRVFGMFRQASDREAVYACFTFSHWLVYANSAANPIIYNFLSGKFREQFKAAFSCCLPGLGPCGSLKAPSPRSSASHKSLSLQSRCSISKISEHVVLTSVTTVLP
CHT PAM – CHT positive allosteric modulators, primary screen, cell-based, membrane potential dye, choline EC20. High affinity choline transporter 1 (Homo sapiens), Q9GZV3. CHT-expressing cells; active compounds read high; LV-AA mutant CHT in HEK293 cells. B-score at 10 µM. actives 0.49% (n = 310,000). AID 488977, 2010;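 active = initial fluorescence not abnormally high and integrated response B-score, plate-corrected, over 3 SD above library mean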
Target sequence (Q9GZV3 whole entry, looked up): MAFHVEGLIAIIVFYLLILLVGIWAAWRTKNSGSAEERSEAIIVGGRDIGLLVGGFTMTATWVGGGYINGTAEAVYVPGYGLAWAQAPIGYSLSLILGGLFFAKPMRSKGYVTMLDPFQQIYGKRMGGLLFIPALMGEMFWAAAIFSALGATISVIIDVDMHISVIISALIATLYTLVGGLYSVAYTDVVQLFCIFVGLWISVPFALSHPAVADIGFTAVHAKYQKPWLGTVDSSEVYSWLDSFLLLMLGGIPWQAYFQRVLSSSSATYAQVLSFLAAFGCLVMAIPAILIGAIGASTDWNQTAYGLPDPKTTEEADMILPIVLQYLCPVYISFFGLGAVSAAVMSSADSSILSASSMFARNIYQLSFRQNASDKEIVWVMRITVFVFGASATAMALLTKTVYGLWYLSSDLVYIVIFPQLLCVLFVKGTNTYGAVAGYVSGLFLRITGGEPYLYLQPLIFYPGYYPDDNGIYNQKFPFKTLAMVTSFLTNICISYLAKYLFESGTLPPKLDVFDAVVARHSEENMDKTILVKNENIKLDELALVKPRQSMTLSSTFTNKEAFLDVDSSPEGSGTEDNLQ
* marks the source's active call; other numbers are inactive results; i = inactive; x = no result given.

SMILES | OX1R antag | CHT PAM
CCN(CC)C(=O)/C(=C/c1cn(S(=O)(=O)N(C)C)c2ccccc12)NC(=O)c1ccc(OC)cc1 | 12 | i
COc1ccc(NC(=O)Cn2nnc(-c3ccccc3N)n2)cc1OC | 0 | i
CCN(CCn1cccn1)C(=O)CC1C(=O)NCCN1CCc1ccccc1 (configuration not stated) | -12 | i
c1ccc(-c2nnc(-c3ccccc3)c(-c3c[nH]c4ccccc34)n2)cc1 | -10 | i
Cc1nn(CC(=O)N(C)Cc2ccccc2)c(=O)c2cccn12 | -19 | i
Cc1ccc(CN2C(=O)C(=O)N(CC(N)=O)C2=O)cc1 | 1 | i
Cc1cc(C)nc(NC(=S)Nc2ccccc2)n1 | 1 | i
O=C(NCCCN1CCCC1=O)Nc1ccc(Cl)cc1 | 9 | i
CC(=O)N1c2ccc(S(=O)(=O)NCCC(=O)NCCc3cccc(C)c3)cc2CC1C (configuration not stated) | -38 | i
COc1ccccc1C1Nc2ccccc2NC2=C1C(=O)CC(C)(C)C2 (configuration not stated) | 0 | i
CSc1nc(NCc2ccco2)c2ccccc2n1 | -18 | i
CC(C)c1ccc(C2(C)NC(=O)N(CC(=O)NC3CCCC(C)C3C)C2=O)cc1 (configuration not stated) | -21 | x
CCC(C)(C)n1nnnc1C(c1cc(OC)c(OC)c(OC)c1)N1CCN(c2ccccc2)CC1 (configuration not stated) | -3 | i
CSCCC(=O)N1CCCC(CNC(=O)c2ccc(-c3ccccc3)cc2)C1 (configuration not stated) | -24 | i
CCc1ccccc1NC(=S)N1CCC(NC(=O)c2ccc(OC)cc2)CC1 | -2 | i
Cc1nn(C)c(C)c1NS(=O)(=O)c1ccccc1Cl | -4 | x
CCCCNC(=O)N1CCC(CCC(=O)N(C)Cc2ccccc2)CC1 | -17 | i
Cc1c(NC(=O)CN2C(=O)NC(CCc3ccccc3)C2=O)c(=O)n(-c2ccccc2)n1C (configuration not stated) | -14 | i
O=C(COC(=O)CNC(=O)c1ccc(Cl)cc1Cl)NCc1ccco1 | -12 | i
Cc1ccc(Cl)cc1NC(=O)CCS(=O)(=O)c1cccc2nonc12 | -16 | i
Cc1ccccc1C(=O)Nc1ccnn1C1CCN(Cc2ccncc2)CC1 | -11 | i
O=C(NCCc1ccccc1)C(=O)Nc1ccc([N+](=O)[O-])cc1 | -4 | i
Cc1ccc(C(=O)NCC(=O)N2CCN(c3ccccc3)CC2)cc1 | -14 | i
CC(C)C(=O)NCCc1nc(-c2ccccc2)no1 | 5 | i
CC(=O)C1=C(O)C=C(c2ccco2)CC1c1ccco1 (configuration not stated) | -14 | i

14 of the compounds above, with two lines to a compound:
Sequence of screens: OX1R antag	CHT PAM
- CC(C)c1ccc(C2(C)NC(=O)N(CC(=O)NC3CCCC(C)C3C)C2=O)cc1 (configuration not stated)
→ -21	x
- CCC(C)(C)n1nnnc1C(c1cc(OC)c(OC)c(OC)c1)N1CCN(c2ccccc2)CC1 (configuration not stated)
→ -3	i
- CSCCC(=O)N1CCCC(CNC(=O)c2ccc(-c3ccccc3)cc2)C1 (configuration not stated)
→ -24	i
- CCc1ccccc1NC(=S)N1CCC(NC(=O)c2ccc(OC)cc2)CC1
→ -2	i
- Cc1nn(C)c(C)c1NS(=O)(=O)c1ccccc1Cl
→ -4	x
- CCCCNC(=O)N1CCC(CCC(=O)N(C)Cc2ccccc2)CC1
→ -17	i
- Cc1c(NC(=O)CN2C(=O)NC(CCc3ccccc3)C2=O)c(=O)n(-c2ccccc2)n1C (configuration not stated)
→ -14	i
- O=C(COC(=O)CNC(=O)c1ccc(Cl)cc1Cl)NCc1ccco1
→ -12	i
- Cc1ccc(Cl)cc1NC(=O)CCS(=O)(=O)c1cccc2nonc12
→ -16	i
- Cc1ccccc1C(=O)Nc1ccnn1C1CCN(Cc2ccncc2)CC1
→ -11	i
- O=C(NCCc1ccccc1)C(=O)Nc1ccc([N+](=O)[O-])cc1
→ -4	i
- Cc1ccc(C(=O)NCC(=O)N2CCN(c3ccccc3)CC2)cc1
→ -14	i
- CC(C)C(=O)NCCc1nc(-c2ccccc2)no1
→ 5	i
- CC(=O)C1=C(O)C=C(c2ccco2)CC1c1ccco1 (configuration not stated)
→ -14	i

More records follow.
SMILES | OX1R antag | CHT PAM
COCCn1c(SCC(=O)N2CCOCC2)nc2c(c1=O)SCC2 | -4 | i
O=S(=O)(c1ccc(F)cc1)N1CCN(C(=S)NCc2ccco2)CC1 | -3 | i
C=CCc1ccccc1OCC(CN1CCCCC1)OC(C)=O (configuration not stated) | -27 | i
O=C(NC(=S)Nc1ccc(Cc2ccncc2)cc1)c1ccccc1 | -11 | i
CC(CCc1ccco1)NC(=O)CCc1nnc2ccc(NCc3ccccc3Cl)nn12 (configuration not stated) | -21 | i
Cc1cc(Cl)cc(C)c1OCCCCCn1ccnc1 | -16 | i
CCOc1ccc(NC(=O)COC(=O)CCN2C(=O)C3CC=CCC3C2=O)cc1OCC (configuration not stated) | -39 | x
CCCNC(=O)C(Cc1ccccc1)NS(=O)(=O)c1ccc2c(c1)c(=O)n(C)c(=O)n2C (configuration not stated) | -11 | i
COc1cccc(OC)c1C(=O)Nc1ccc2c3c(cccc13)CC2 | -27 | i
CC(=O)c1ccc(-c2ccc(C(=O)N3CCC(C(N)=O)CC3)o2)cc1 | -11 | i
CCn1cc(Cl)c(C(=O)Nc2ccc(OC)c(OC)c2)n1 | -14 | i
COc1ccc(C)cc1N(CC(=O)Nc1cccnc1)S(=O)(=O)c1ccccc1 | -22 | i
CN1CCN(C2Cc3ccccc3Sc3ccc(Cl)cc32)CC1 (configuration not stated) | -26 | i
CCN(CC)CC(C)(C)NS(=O)(=O)c1ccc(Cl)cc1 | -22 | i
COc1ccc2c(C)cc(SCC(=O)NCCN3C(=O)CSC3=O)nc2c1 | -26 | i
CN(Cc1nc(-c2cccs2)no1)CC(O)c1ccccc1 (configuration not stated) | -23 | i
CNC(=O)c1ccsc1NC(=O)c1ccc(S(=O)(=O)N2CCc3ccccc32)cc1 | 2 | i
CC(=O)c1cc2c(cc1NS(=O)(=O)c1ccccc1)OCO2 | 2 | i
O=C1c2ccccc2C(=O)N1CCC#Cc1ccc2cc(CCCO)oc(=O)c2c1 | 44 | x
COc1ccc2nc(SCc3cnc(C)nc3N)[nH]c2c1 | 7 | i
COc1ccc(/C=C2\Sc3ccc(C(=O)N4CCN(Cc5ccccc5)CC4)cc3N(C)C2=O)cc1OC | 3 | i
CC1CCN(C(=S)c2ccc([N+](=O)[O-])cc2)CC1 | -9 | i
O=C(Nc1ncccn1)c1cccs1 | 6 | i
Cc1ccc(S(=O)(=O)/N=C2/NC(=O)/C(=C/c3ccccc3)S2)cc1 | -26 | i
C=CCn1c(N)c(C(=O)Nc2ccc(C)c(C)c2)c2nc3ccccc3nc21 | -19 | i

No new results follow: an excerpt of the list.
SMILES | OX1R antag | CHT PAM
COCCn1c(SCC(=O)N2CCOCC2)nc2c(c1=O)SCC2 | -4 | i
O=S(=O)(c1ccc(F)cc1)N1CCN(C(=S)NCc2ccco2)CC1 | -3 | i

Continued:
SMILES | OX1R antag | CHT PAM
Cc1cc(NC(=O)CCCSc2nc(-c3ccco3)cc(C(F)(F)F)n2)n(-c2ccccc2)n1 | -33 | i
C[N+](C)(CC#N)C/C=C\c1ccccc1 | 12 | i
Cc1nc(SCc2ccccc2)c([N+](=O)[O-])[nH]1 | 6 | i
CCN1CCN(Cc2nnc(-c3ccccc3)o2)CC1 | -22 | i
O=C(Nc1nnc(-c2ccc3c(c2)CCCC3)o1)c1ccccc1 | 8 | i
O=C(/C=C/c1ccccc1)NCC1(c2ccccc2)CCOCC1 | 1 | i
O=C(O)C1CSC(c2ccccc2)N1C(=O)c1ccco1 (configuration not stated) | -1 | i
CC(C)C1Oc2ccccc2C(=O)N(CC(=O)c2ccc3c(c2)OCCO3)C1=O (configuration not stated) | -11 | i
C=CCn1c(COc2cccc(C)c2)nnc1SCn1nnc2ccccc2c1=O | -18 | i
Cc1ccc(S(=O)(=O)c2nc(S(C)(=O)=O)sc2N2CCC(O)CC2)cc1 | 5 | i
CC(C)(C)CC(=O)Nc1ccc(-c2cn3cccnc3n2)cc1 | 9 | i
COc1ccc(-n2c(SCC(N)=O)nc3sc4c(c3c2=O)CCN(C)C4)cc1 | -5 | i
Cc1ccc(NC(=O)C2CC(=O)Nc3nc4ccccc4n32)c(C)c1 (configuration not stated) | -2 | i
O=C(CC1C(=O)NCCN1CC1CCCCC1)NCc1cccc(F)c1F (configuration not stated) | -28 | i
O=S(=O)(Nc1ccc(N2CCOCC2)cc1)c1ccc(F)cc1F | -13 | i
COc1cc2ccccc2cc1C(=O)N1CCN(c2ccccc2O)CC1 | -10 | x
Cc1ccc(C)c(NC(=S)N(C)CCc2ccccn2)c1 | 2 | i
CCCCSC(=S)N(C)C1CCS(=O)(=O)C1 (configuration not stated) | -21 | i
O=C(CN1C(=O)/C(=C/c2cccc(Br)c2)SC1=S)Nc1cccnc1 | -21 | i
COC(=O)c1ccccc1OCC(=O)NC1CCCCC1 | -22 | i
CC(=O)OC1CC(C)(C)N(OC(=O)CCCN2C(=O)c3ccccc3C2=O)C(C)(C)C1 | -13 | i
Cc1nc(NC(=O)CSc2nnc(N)s2)c(Cl)cc1Cl | -10 | i
CCCCNC(=S)N/N=C/c1sccc1C | -27 | i
CC(C)(C)NC(=O)CN(Cc1ccco1)C(=O)CCC(=O)Nc1nccs1 | -20 | i
CC(=O)Nc1ccccc1-c1nc2ccccc2nc1OCC(=O)c1ccc(Br)cc1 | -25 | i
Next section.
SMILES | OX1R antag | CHT PAM
CCOc1ccc(N(CC(=O)Nc2ccccc2C(=O)N2CCCC2)S(C)(=O)=O)cc1 | -9 | i
CN(CC(=O)Nc1cccc(F)c1)C(=O)CSc1nc2ccccc2s1 | -26 | i
Cc1cc(O)c(NC(=O)c2ccco2)cc1C | -12 | i
Cc1noc(C)c1COC(=O)CCN1c2ccccc2Sc2ccccc21 | -17 | i
CCN(CC(=O)Nc1cc(Cl)ccc1C)c1ncnc2sc(C)c(C)c12 | -22 | i
Cc1nn(-c2ccc(C(F)(F)F)cn2)c(C)c1Oc1ccccc1O | 0 | i
Cc1ccc(NC(=S)NCc2cccs2)cc1 | -13 | i
N#Cc1ccccc1S(=O)(=O)N1CCN(C(=O)CCC2CCCC2)CC1 | -30 | x
CN(C)C(=O)Cn1c(SCC(=O)Nc2ccc3c(c2)OCO3)nc2ccccc21 | -11 | i
Cn1c(SCC(=O)Nc2ccccc2F)nnc1-c1ccc(S(=O)(=O)N2CCOCC2)cc1 | -18 | i
O=C(N/N=C/c1cccc([N+](=O)[O-])c1)c1cccc(Br)c1 | -22 | i
Cn1nnc(NC(=O)c2cccc(OCc3ccccc3)c2)n1 | -9 | i
CC1=C(C#N)C(=O)N(C2CCS(=O)(=O)C2)C(=O)/C1=C\c1ccco1 (configuration not stated) | -29 | i
Cc1cc(C)n2nc(C)c(-c3ccccc3)c2n1 | -8 | i
COc1ccc(CC(=O)NNc2ncnc3c2cnn3-c2ccc(C)cc2)cc1 | -18 | i
Cc1ccc(-n2nnc3c(=O)oc4ccccc4c32)cc1 | 15 | i
CCN=C1SC(CC(=O)Nc2ccccc2OCC)C(=O)N1CC (configuration not stated) | -16 | i
Cc1ccc(CN2C(=O)CCC2C(=O)NCc2ccc3c(c2)OCO3)cc1 (configuration not stated) | -10 | i
COc1cc(COc2ccc3c(C)c(CCC(=O)O)c(=O)oc3c2)cc(OC)c1OC | -15 | i
NC(=O)C1CCN(c2nc(-c3cccc(N)c3)cs2)CC1 | -1 | x
CC(=O)Nc1ccc(NC(=O)CSc2nnc(-c3ccco3)o2)cc1 | 3 | i
COc1ccc(-c2cnc(N)n2C)cc1 | -8 | i
COc1cc2c(=O)n(CCC(=O)NCC3CCCO3)c(=O)n(CC(=O)Nc3ccc(C)cc3C)c2cc1OC (configuration not stated) | -14 | i
Cc1ccn2c(CNCc3cnn(C)c3)c(C(=O)N3CCCCCC3)nc2c1 | -8 | i
CN(C(=O)COC(=O)CSCc1cccc(Cl)c1)c1c(N)n(Cc2ccccc2)c(=O)[nH]c1=O | 5 | x
Next part.
SMILES | OX1R antag | CHT PAM
COP(=O)(OC)C(NC(=O)Nc1ccccc1)c1ccccc1 (configuration not stated) | -11 | i
COCCn1c(SCC(=O)Nc2cccnc2Cl)nc2ccccc21 | -12 | x
O=c1[nH]c(CN2CCc3ccccc32)nc2scc(-c3cccs3)c12 | -2 | i
CCOC(=O)c1sc(NC(=O)c2ccccc2C(=O)O)c(C(=O)OCC)c1C | 2 | i
Cc1ccc2nc(SCC(=O)NCc3ccccc3Cl)nc(=O)n2c1 | -4 | i
CC(C)(C)c1cc(S(=O)(=O)CCc2ccccn2)cc(C(C)(C)C)c1F | -32 | i
CCOC(=O)C1CCN(C(=O)c2cc3cc4ccc(OC)cc4nc3o2)CC1 | -18 | i
Cc1cc(C(=O)Nc2nnc(C3CCCCC3)s2)no1 | -19 | i
CC(=O)c1ccc(-n2c(CCC(=O)O)ccc2-c2ccc(Cl)cc2)cc1 | 3 | i
CCOC(=O)c1ccccc1NC(=O)c1cc(S(=O)(=O)N2CCOCC2)ccc1F | -26 | i
O=C(c1ccc(CS(=O)Cc2ccc(Cl)cc2)o1)N1CCN(c2ccccc2)CC1 (configuration not stated) | -35 | i
CC(NCc1ccncc1)C12CC3CC(CC(C3)C1)C2 (configuration not stated) | -3 | i
CN(C(=O)CN1C(=O)NC(c2ccccc2)(c2ccccc2)C1=O)C1CCS(=O)(=O)C1 (configuration not stated) | -12 | x
COc1cccc(NC(=O)CSc2nc3ncc(Br)cc3[nH]2)c1 | -13 | i
O=C(NCc1cccnc1)c1c[nH]c2cc3c(cc2c1=O)OCCO3 | 7 | i
CC1CCCCC1NC(=O)CN(C)S(=O)(=O)c1cccc2cccnc12 (configuration not stated) | -20 | i
CCOc1ccc(C2/C(=C(\O)c3cccc(OC)c3)C(=O)C(=O)N2c2cc(C)on2)cc1OC (configuration not stated) | -26 | i
NC(=O)CSc1nc2c(sc(=S)n2-c2ccccc2)c(=O)[nH]1 | x | i
